# PfHsp40 rescue – rescue of yeast from PfHsp40 toxicity, primary screen, S. cerevisiae, ATP luminescence | S. cerevisiae expressing PfHsp40, growth rescue | growth rescue, % at 12.5 µM | actives 0.68% (n = 340,000) | AID 504582, 2011; in the data active = growth rescue above about 28%, passing the limit was not always enough; inconclusive = no clear call, values can overlap the other calls;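 note: yeast W303a lacking pdr1 and pdr3 grown in galactose medium; growth measured after three days at 30 °C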
# Rv3671c inh – Rv3671c serine protease inhibitors, primary screen, biochemical, fluorescence polarization, M. tuberculosis H37Rv; actives 0.048% (n = 320,000); inhibition, % at 5.96 µM; P9WHR9; in the data active = inhibition above about 38%;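 note: extracellular domain of Rv3671c used as enzyme; 0% = enzyme with DMSO and 100% = no enzyme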
# Target sequence (P9WHR9 whole entry, looked up, the tested form may be a part): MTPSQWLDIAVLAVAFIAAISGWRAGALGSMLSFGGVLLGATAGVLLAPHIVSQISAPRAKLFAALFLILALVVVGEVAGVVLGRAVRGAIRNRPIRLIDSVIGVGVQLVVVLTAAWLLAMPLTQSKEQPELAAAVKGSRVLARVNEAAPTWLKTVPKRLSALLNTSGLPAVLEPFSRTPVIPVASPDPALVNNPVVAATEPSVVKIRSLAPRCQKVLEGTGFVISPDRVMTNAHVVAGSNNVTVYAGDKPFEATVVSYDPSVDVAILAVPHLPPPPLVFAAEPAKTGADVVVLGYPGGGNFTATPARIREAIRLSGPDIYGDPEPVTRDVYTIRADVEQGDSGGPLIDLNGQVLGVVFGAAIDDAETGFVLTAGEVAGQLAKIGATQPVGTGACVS
# Anthrax LF inh2 – Bacillus anthracis LF protease inhibitors, primary screen, biochemical, multiplex microsphere, MLPCN library | Lethal factor (Bacillus anthracis), P15917 | multiplex microsphere protease cleavage assay | inhibition, % at 10 µM | actives 0.12% (n = 360,000) | AID 588501, 2011; in the data active = inhibition above about 30%; inconclusive = no clear call, values can overlap the other calls; note: plate controls were buffer without enzyme for full effect and enzyme alone for no effect
# VHR inh abs – VHR1 phosphatase inhibitors, primary screen, biochemical, absorbance, uHTS. recombinant VHR phosphatase, pNPP absorbance. inhibition, % at 13.3 µM. actives 0.52% (n = 290,000); in the data active = inhibition above about 50%; note: some compounds called inactive have numbers as strong as hits
# Target sequence (P51452 whole entry, looked up): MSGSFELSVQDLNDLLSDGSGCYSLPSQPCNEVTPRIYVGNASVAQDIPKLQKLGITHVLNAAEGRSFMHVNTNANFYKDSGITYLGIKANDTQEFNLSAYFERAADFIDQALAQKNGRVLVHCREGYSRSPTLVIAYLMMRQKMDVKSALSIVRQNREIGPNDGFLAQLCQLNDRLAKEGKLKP
# 3CLpro inhibitor – SARS-CoV 3CLpro protease inhibitors, primary screen, biochemical, quenched FRET; AID 1706, 2009; Replicase polyprotein 1ab (Severe acute respiratory syndrome coronavirus), P0C6X7; inhibition, % at 6 µM; recombinant SARS-CoV 3CLpro, quenched FRET peptide cleavage; actives 0.14% (n = 290,000); in the data active = inhibition above about 12%
# BH1578 lux ind – inducers of Vibrio cholerae quorum light production without autoinducers, primary screen, BH1578 luxS cqsA deficient, single point; actives 0.16% (n = 350,000); AID 588436, 2011; activation, % at 18.7 µM; V. cholerae BH1578 lux reporter, luminescence, 6 h; in the data active = activation mostly above about 9.7%, no sharp cut-off; inconclusive = no clear call, values can overlap the other calls; inactive = mostly below about 3.7%; note: not every result past the cut was called active; inactives centre near 0; reference of the scale not given here
# SSB-PriA inh – inhibitors of Klebsiella pneumoniae PriA binding to SSB C-terminal tail, primary screen, biochemical, AlphaScreen. PriA–SSB C-terminal tail interaction (Klebsiella pneumoniae). AlphaScreen SSBct-PriA binding, biotinylated peptide. inhibition, % at 33 µM. actives 0.6% (n = 430,000). AID 1272365, 2023; in the data active = inhibition mostly above about 37%, no sharp cut-off; inactive = mostly below about 20%;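 note: plate controls were negative control peptide for no effect and reference peptide for full effect; strong numbers were not always called active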
# Yp Topo-I inh – Yersinia pestis topoisomerase I inhibitors, primary screen, biochemical, cleavage product accumulation, plate reader, single point; DNA topoisomerase I (Yersinia pestis CO92); Y. pestis Topo-I cleavage product accumulation; activity, % at 10 µM; actives 0.064% (n = 360,000); AID 504884, 2011; in the data active = activity above about 50%, passing the limit was not always enough; inconclusive = no clear call, values can overlap the other calls; note: inactives centre near 2
# TcdB GH inh – TcdB glycohydrolase inhibitors, primary screen, biochemical, single point, plate reader | Toxin B (Clostridioides difficile), P18177 | TcdB glycohydrolase enzymatic assay | inhibition, % at 9.99 µM | actives 0.24% (n = 350,000) | AID 652162, 2013; in the data active = inhibition above about 10%
# MazEF act – activators of E. coli MazEF toxin-antitoxin RNase, primary screen, biochemical, fluorescence, uHTS; actives 0.32% (n = 350,000); activation, % at 20 µM; FAM/BHQ RNA-DNA oligo cleavage fluorescence, 5 h; in the data active = activation above about 50%
# Target sequence (P0AE70 whole entry, looked up): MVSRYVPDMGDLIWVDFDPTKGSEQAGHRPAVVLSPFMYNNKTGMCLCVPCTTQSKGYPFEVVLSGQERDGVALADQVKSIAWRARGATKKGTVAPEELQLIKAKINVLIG
# * marks the source's active call; other numbers are inactive results; i = inactive; ? = inconclusive; . = no result given. Only part of the results is shown (hit frequency here may not be typical).
SMILES,PfHsp40 rescue,Rv3671c inh,Anthrax LF inh2,VHR inh abs,3CLpro inhibitor,BH1578 lux ind,SSB-PriA inh,Yp Topo-I inh,TcdB GH inh,MazEF act
CCC(C)c1c(O)nc(SCC(=O)N2CCCCC2)[nH]c1=O (stereo unspecified),-2.0,7,4,-2,2,i,2,-5,5.6,2
CC(=O)N1CCC(N2CCN(c3ccccc3F)CC2)CC1,-0.2,2,-1,25,-2,-0.6,-11,6,.,-3
CN1CCN(S(=O)(=O)c2ccc(NC(=S)NC(=O)C3CC3)cc2)CC1,-0.4,-4,1,2,-3,-0.3,-1,1,.,5
CN1/C(=C\C(=O)Nc2cccnc2)c2ccccc2CC1(C)C,3.8,3,-1,-14,6,-0.2,3,5,0.9,5
O=C(CNC(=O)c1cc(=O)[nH]c2ccc(S(=O)(=O)N3CCOCC3)cc12)Nc1ccc(F)c(F)c1,0.2,.,11,.,.,i,-7,-9,0.9,-37
OC1CCN(Cc2cccc(Oc3ccccc3)c2)CC1,-0.6,-7,-4,11,3,-0.2,-6,-4,.,-8
Cc1sc(NC(=O)c2ccc(F)cc2)c(CN2CCCCCC2)c1C,2.4,-3,-3,17,-1,-3.1,-10,3,1.8,-25
CCc1nnc(NC(=O)c2cccnc2SC)s1,-0.1,-5,2,13,3,-0.2,-4,-3,1.0,4
CC(C)CN1C(=O)/C(=C/c2cccs2)NC1=S,0.5,-7,3,18,-2,-0.3,4,-1,.,8
Cc1ccc(-c2nnn(CC(=O)N(CC(=O)NC3CCCCC3)c3ccccc3F)n2)o1,0.1,.,-2,2,1,-0.6,-6,24,-1.0,-1
COCCC(=O)N1CCc2ccc(NC(=O)c3ccc(C(F)(F)F)cc3)cc2C1,0.1,-2,2,1,3,0.8,-3,-1,1.2,2
CC(C)C(C(=O)N1CCOCC1)N1C(=O)c2ccccc2C1=O (stereo unspecified),-1.0,1,1,12,2,-6.7,4,1,0.0,4
CCOc1ccc2ncc(C(=O)c3ccc(OC)cc3)c(N3CCN(CC)CC3)c2c1,-1.4,7,4,9,-2,-0.4,-11,13,.,1
CC(C)(C)OC(=O)NNC(=O)NC12CC3CC(CC(C3)C1)C2,0.2,-1,-4,10,0,-0.2,-17,4,0.9,-4
Cc1cccc(NC(=S)N=Nc2c(O)[nH]c3ccccc23)c1,?,24,1,-8,-9,-0.7,15,-17,.,20
O=c1[nH]c2cc(S(=O)(=O)CCO)ccc2o1,-1.4,3,2,9,2,i,-1,11,0.7,-4
CCOC(=O)CSc1nnc(CNC(=O)c2cccs2)n1-c1ccccc1,-0.6,5,1,18,5,i,-2,6,.,9
C[N+](C)(C)Cc1ccccc1,-0.6,6,-2,16,-3,3.8,0,-4,1.7,5
O=C(Nc1nccs1)C1CC2CCC1C2 (stereo unspecified),0.6,3,7,5,-6,-7.1,0,-3,.,-6
Cc1cc(C)c2oc(=O)cc(CN3CCN(Cc4ccc5c(c4)OCO5)CC3)c2c1,11,.,4,40,-6,1.3,-5,3,.,11
COc1ccccc1C(C#N)N1N=C(C)CC1(C)C (stereo unspecified),0.2,4,1,17,2,-0.5,7,-4,-0.1,5
O=C(CN1CCOCC1)Nc1cc([N+](=O)[O-])ccc1Cl,1.6,3,4,26,-2,-1.0,0,-7,0.3,-5
Cc1ccc2c(CN3CCN(Cc4ccc5c(c4)OCO5)CC3)cc(=O)oc2c1C,0.4,-10,-2,-19,-5,4.2,-10,5,1.3,1
CCc1nnc(NC(=O)CSc2nc(-c3ccccc3)c(-c3ccccc3)o2)s1,0.0,2,0,7,6,-0.1,-3,-1,2.1,6
CC(C)CN(C(=O)COC(=O)c1ccc2c(c1)OCO2)c1c(N)n(Cc2ccccc2)c(=O)[nH]c1=O,0.1,-1,0,.,.,-0.8,-3,22,1.2,-6
SMILES,PfHsp40 rescue,Rv3671c inh,Anthrax LF inh2,VHR inh abs,3CLpro inhibitor,BH1578 lux ind,SSB-PriA inh,Yp Topo-I inh,TcdB GH inh,MazEF act
O=S(=O)(NC(=NCc1ccccc1)c1ccc(F)cc1)c1ccc(Cl)cc1,-0.5,-4,-7,11,0,-0.9,-17,26,1.1,8
O=C(Nc1cccc2c1CCCC2)c1ccc(Cl)c([N+](=O)[O-])c1,0.5,-8,-4,21,4,3.4,2,7,.,26
COc1ccc(CNS(=O)(=O)c2cccc(S(=O)(=O)N3CCOCC3)c2)cc1,-0.5,-7,-2,20,-5,i,-4,7,-1.4,-4
O=c1cc(COc2ncnc3ccccc23)nc2sccn12,-1.0,-4,-4,14,0,-0.3,-10,-8,0.8,4
Cc1ccc(S(=O)(=O)N2CC(O)C[C@H]2C(=O)OCC(=O)Nc2ccc(N3CCOCC3)cc2)cc1C (stereo partly specified),1.6,.,-5,.,.,1.2,0,-5,0.7,9
O=C(c1ncc[nH]1)c1ccccc1Cl,-0.6,5,0,35,1,-1.4,-8,-4,0.6,7
CCOC(=O)C1(CCCc2ccccc2)CCN(C(=O)c2cc(C)nn2CC)CC1,0.3,-1,-3,11,1,-0.2,-15,20,0.8,1
CC(C)n1cc(CN2CCC(C(=O)Nc3ccc(Oc4ccccc4F)cc3)CC2)cn1,-0.3,-8,-1,17,2,-0.6,-2,-12,0.5,-9
Cc1cc(C)c(S(=O)(=O)N2CCCC2=O)cc1N(C)S(C)(=O)=O,-0.4,.,9,1,7,-2.0,1,4,0.5,0
COc1ccc(/C=C/C(=O)Nc2c(C)nn(C)c2C)cc1COc1ccc(Br)cc1,0.5,-10,-12,4,3,-0.3,-6,33,.,14
O=C(Cn1cccn1)N1CCCC(N2CCN(Cc3ccc4c(c3)OCO4)CC2)C1 (stereo unspecified),-0.1,-5,-3,44,1,i,-4,11,1.1,5
O=C(Nc1c(C(=O)C2CC2)oc2ccccc12)c1ccc(Cl)cc1,1.3,6,2,51*,-5,-0.2,-13,-4,.,-10
CCN(CC)C(=O)C1=C(C)N(Cc2ccc(F)cc2)C(=O)C(CC(=O)NC(c2ccccc2)c2ccccc2)C1 (stereo unspecified),.,.,-3,.,.,-0.6,.,5,1.6,1
COc1cc2c(cc1OC)C(c1ccccc1F)OC(=O)C2 (stereo unspecified),-1.1,-6,1,17,1,-0.2,-14,0,1.1,3
COc1ccc(NC(=O)N2CCN(c3cccc(C(F)(F)F)c3)CC2)cc1,-0.7,-5,-4,14,2,3.8,-1,-9,.,1
O/N=C/c1ccnc(SCc2ccc(Cl)cc2)n1,4.7,-8,-3,12,5,-0.8,.,-4,-0.2,-6
COc1ccc(/C=C/C(=O)OCC(=O)c2cc(C)ccc2C)cc1,.,.,-5,.,.,i,.,0,-0.2,-1
CCN(CC)C(=O)CSc1nc2c(sc(=S)n2-c2ccccc2)c(=O)n1-c1ccc(OC)c(OC)c1,?,0,4,-8,7,-0.8,-5,23,1.4,8
CCCCOc1ccc(C2CC(=O)N(C)C2=O)cc1 (stereo unspecified),-1.4,4,-2,9,1,0.8,-16,1,.,-4
CCOc1ccccc1Nc1nc2ccccc2n2cnnc12,-0.3,-2,-5,8,-4,-0.3,-4,5,1.1,10
Cn1c(=O)[nH]c(=O)c2c1nc(Sc1nc3ccccc3s1)n2Cc1ccccc1,-0.9,-8,-1,-1,3,2.9,-6,?,.,2
Cc1ccc(C(C)C)c(OCC(O)CNC2CCCC2)c1 (stereo unspecified),2.2,-3,2,13,0,-0.4,6,3,1.0,18
CC/C(=N\NC(=O)c1ccc(CN(C)S(=O)(=O)c2ccc(C)cc2)cc1)c1ccc(OC(F)F)cc1,-0.3,5,-2,-6,2,-1.7,.,5,2.7,-1
COC(=O)c1cc(S(=O)(=O)N2CCCC(C)C2)cn1C (stereo unspecified),1.3,6,0,7,-3,-0.3,-6,-1,-0.1,4
Cc1ccnc2nc(C(=O)OCC(=O)Nc3ccc4c(c3)OCCO4)nn12,-0.6,2,0,.,.,-1.0,-16,-6,-0.2,10

# Looked up above:
# Entry for Cc1cc(C)c(S(=O)(=O)N2CCCC2=O)cc1N(C)S(C)(=O)=O under 3CLpro inhibitor: 7
# Entry for COc1ccc(CNS(=O)(=O)c2cccc(S(=O)(=O)N3CCOCC3)c2)cc1 under 3CLpro inhibitor: -5

# (listing goes on)
SMILES,PfHsp40 rescue,Rv3671c inh,Anthrax LF inh2,VHR inh abs,3CLpro inhibitor,BH1578 lux ind,SSB-PriA inh,Yp Topo-I inh,TcdB GH inh,MazEF act
CCOC(=O)c1c(C)n(C)c2ccc(OC)c(NC(=O)CCN3CCC(Cc4ccccc4)CC3)c12,-0.6,-8,-9,-14,-2,-0.9,5,18,0.0,2
CCOc1ccccc1N1CSC2=C(C#N)C(c3c(OC)ccc4ccccc34)CC(=O)N2C1 (stereo unspecified),-0.1,-8,-3,5,2,i,-5,0,-2.1,0
Nc1n[nH]c(-c2ccccc2)n1,0.4,2,-1,11,4,i,-5,-4,.,3
CCOc1ccc(S(=O)(=O)N2CCOCC2)cc1NC(=O)CSC(=S)N1CCCC1,0.8,-8,0,.,.,-1.4,9,31,1.6,2
CCCNS(=O)(=O)c1ccc(OCC(=O)N2CCC(C(=O)OCC)CC2)cc1,-0.7,-2,2,-8,0,2.9,3,5,.,-1
Cc1ccc(F)cc1NC(=O)N1CCN(C2c3ccccc3-c3ccccc32)CC1,3.5,-5,-6,5,5,i,0,16,0.7,-4
COc1cccc(Oc2ccc(N/C=C/C(=O)C(C)(C)C)cc2)c1,0.1,7,-1,39,-1,-0.6,-4,-8,-0.5,-2
Cc1ccccc1N1CCN(C2CCCN(C(=O)CSc3ccccn3)C2)CC1 (stereo unspecified),.,.,-6,.,.,-5.0,.,36,0.9,0
O=C(O)CCCNC(=O)/C=C/c1ccco1,-1.5,-9,-2,31,0,-0.3,7,-2,0.1,16
COCCn1c(SCc2ccccc2Cl)nc2c1c(=O)[nH]c(=O)n2C,1.1,-10,0,-5,-1,0.3,-11,22,.,1
O=C1CC(N2CCC(c3nc4ccccc4o3)CC2)C(=O)N1Cc1cccs1 (stereo unspecified),-0.3,1,-5,5,3,-1.0,-4,29,.,8
COc1cc([C@@H]2C[C@H]3CN(c4ccccc4)C(=O)[C@]34CCCN24)cc(OC)c1OC,-1.9,-2,-2,4,-1,-0.8,-19,5,0.9,-23
COc1ccccc1NC(=O)Cn1cnc2sc(C(=O)NCc3ccco3)c(C)c2c1=O,0.4,-9,0,0,4,3.6,-4,9,.,6
Cc1ccc(C2CC(=O)Nc3c2ccc2ccccc32)cc1[N+](=O)[O-] (stereo unspecified),0.2,-6,0,4,5,-0.1,42*,24,.,0

# Exported with values under each structure: part of the list above.
# Each structure is followed by: PfHsp40 rescue | Rv3671c inh | Anthrax LF inh2 | VHR inh abs | 3CLpro inhibitor | BH1578 lux ind | SSB-PriA inh | Yp Topo-I inh | TcdB GH inh | MazEF act
C[N+](C)(C)Cc1ccccc1
→ -0.6 | 6 | -2 | 16 | -3 | 3.8 | 0 | -4 | 1.7 | 5
O=C(Nc1nccs1)C1CC2CCC1C2 (stereo unspecified)
→ 0.6 | 3 | 7 | 5 | -6 | -7.1 | 0 | -3 | . | -6
Cc1cc(C)c2oc(=O)cc(CN3CCN(Cc4ccc5c(c4)OCO5)CC3)c2c1
→ 11 | . | 4 | 40 | -6 | 1.3 | -5 | 3 | . | 11
